High-throughput results (PubChem)
Yfh1-depleted yeast: mitochondrial function rescue without frataxin homolog – Friedreich's ataxia, plus single-dose screen, dose response (AID 1465). hit rate 0.074% among 220,000. S. cerevisiae Yfh1-off respiration, WST-1 reduction, 72 h; higher fold induction means a stronger effect. one-dose fold induction at 50 µM; EC50 in µM for titrated hits;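 active = fold induction of absorbance versus untreated yeast above a set limit, then at least 30% activation at any dose in follow-up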;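 note: activators that raise dye reduction in frataxin-depleted yeast; strong numbers were not always called active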
bCat nuc transl: alters nuclear translocation of beta-catenin in HeLa cells; immunofluorescence imaging; nuclear translocation activity, % at 5 µM; hit rate 0.3% among 190,000; AID 1665;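 active = nuclear translocation activity above 50% at 5 µM, with a well cell count of 50 or more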;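 note: per-cell ratio of nuclear to cytoplasmic median beta-catenin stain intensity; plate controls were DMSO negative control for no effect and GSK-3 inhibitor IX positive control for full effect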
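Test system: human HeLa cells, native beta-catenin. Compound dosing: 5 µM primary single dose, 0.1% DMSO, 0.02–20 µM confirmation series. Incubation: compound exposure 24 h at 37°C. Detection: beta-catenin immunostaining with DAPI counterstain, 20x imaging, 6 fields/well. Read-out basis: Nuclear/cytoplasmic beta-catenin signal ratio, % activation.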
human PMI inhibitors: MPI inhibition at elevated mannose 6-phosphate – biochemical, fluorescence intensity, high mannose 6-phosphate, primary screen (AID 1220). recombinant PMI enzyme, coupled fluorescence intensity; higher % means a stronger effect. one-dose inhibition, % at 20 µM; IC50 in µM for titrated hits. hit rate 0.66% among 190,000
Autophagy mod: alters autophagy in cells; MEF GFP-LC3 puncta imaging; test concentration mostly 10 µM; calls only at 10 µM (by protocol); hit rate 0.98% among 190,000;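 active = percentage of spot-positive cells more than 3 SD above its plate mean, without a fluorescence outlier flag or 80% toxicity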;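 note: spot-positive cell cutoff set from DMSO-treated cells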
Dynein cargo inh: blocks dynein driven cargo transport along microtubules. 3617.4 mouse cells, GR-EGFP nuclear translocation imaging; test concentration mostly 20 µM; stimulated with dexamethasone, 1 µM; hits give low values. z-score, hits read low. hit rate 0.47% among 220,000. AID 1381;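 active = plate z-score of nuclear minus cytoplasmic receptor signal below a set negative limit, without overly bright fluorescence or cell loss, cut at about -3.5 in these data, passing the limit was not always enough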;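 note: z-score of nuclear minus cytoplasmic ring GR-EGFP intensity difference per well; some compounds called inactive have numbers as strong as hits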
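Also added – dexamethasone, 1.0 µM final · Buffer or medium – tet-free, stripped-serum medium · Schedule – induction 48 h, compound 1 h, agonist 30 min · Detection – formaldehyde fixation, Hoechst nuclear stain, 10x automated fluorescence imaging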
human PMI inhibition: inhibitors of human PMI, primary screen, biochemical, fluorescence intensity, coupled assay (AID 1209); purified PMI enzyme, coupled fluorescence intensity; higher % means a stronger effect; one-dose inhibition, % at 20 µM; IC50 in µM for titrated hits; hit rate 0.42% among 190,000;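 note: plate controls were DMSO vehicle for no effect and wells lacking substrate for full effect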
WT yeast gro inh: growth inhibition of WT yeast, mitochondrial fusion screen; inhibition, % at 10 µM; mitochondrial fusion phenotypic screen, WT strain; hit rate 2.1% among 190,000; AID 1362; in the data active = inhibition above about 58%; tested in S. cerevisiae
MT stabilize HCS: microtubule stabilizers in HeLa cells; HeLa tubulin immunostaining HCS, 24 h; share of cells brighter than vehicle mean+2SD; % tubulin-high responders, % at 10 µM; hit rate 0.83% among 200,000; AID 2205;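 active = plate Z-score above 3 for both tubulin-high and condensed-nucleus cell shares, with cell loss under 80%, at 10 µM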;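 note: anti alpha tubulin signal scored within the nucleus-defined area of each cell; some results filed as inactive read as strong as hits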
Insulin prom up: MIN6 insulin promoter up-regulation; MIN6 insulin promoter-GFP reporter, high-content imaging; hits give high values; z-score at 5 µM; hit rate 0.3% among 190,000; AID 1625;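 active = z-score above 3 at 5 µM with at least 500 cells counted in the well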
WT yeast gro inh mutant strain: second read-out of WT yeast gro inh, no call of its own (marks repeat the call); inhibition, %; mitochondrial fusion phenotypic screen, mutant strain inhibition
Dynein cargo inh cytoplasmic EGFP: second read-out of Dynein cargo inh, no call of its own (marks repeat the call); z-score; measured here: cytoplasmic GR-EGFP intensity; hits give high values
Dynein cargo inh nuclear GR-EGFP: recorded beside Dynein cargo inh, whose call it bears; z-score; measured here: nuclear GR-EGFP intensity;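 lower value marks the stronger effect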
Dynein cargo inh cell count: further read-out of Dynein cargo inh, marked with its call; z-score; measured here: cell count per field
Insulin prom up cell count: also measured in Insulin prom up; calls as there; cell count; measured here: cytotoxicity, nuclei count;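 total cells summed across four imaged fields per well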
bCat nuc transl cell count 5 µM: also measured in bCat nuc transl; calls as there; cell count; measured here: cell count, cytotoxicity flag
MT stabilize HCS Hoechst-high %: also measured in MT stabilize HCS; calls as there; % Hoechst-high responders; measured here: nuclear condensation Hoechst responders;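 share of cells brighter than vehicle mean plus two SD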
MT stabilize HCS cytotoxicity %: also measured in MT stabilize HCS; calls as there; toxicity, %; measured here: cytotoxicity by cell density;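 0% = mean cell density of plate MIN control wells and 100% = no cells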
Autophagy mod cell loss 18 h: recorded beside Autophagy mod, whose call it bears; toxicity, %; measured here: cell loss, nuclei count;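 cell loss after 18 h compound exposure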
Active calls of the source: *; i = inactive; x = no result given. Cut-off read from the data, not from the text of the source, unless noted: active = inhibition above about 50%; inactive = the rest.

| cpd | canonical_smiles | Yfh1-depleted yeast | bCat nuc transl | bCat nuc transl cell count 5 µM | human PMI inhibitors | Autophagy mod | Autophagy mod cell loss 18 h | Dynein cargo inh | Dynein cargo inh cytoplasmic EGFP | Dynein cargo inh nuclear GR-EGFP | Dynein cargo inh cell count | human PMI inhibition | WT yeast gro inh | WT yeast gro inh mutant strain | MT stabilize HCS | MT stabilize HCS Hoechst-high % | MT stabilize HCS cytotoxicity % | Insulin prom up | Insulin prom up cell count |
| --- | --- | --- | --- | --- | --- | --- | --- | --- | --- | --- | --- | --- | --- | --- | --- | --- | --- | --- | --- |
| 1 | Cc1cc(C)cc(NC(=O)c2ccc(NC(=O)C3C4CC5OC(=O)C3C5C4)cc2)c1 (stereo unspecified) | i | 0.2 | 1502 | 16.0% | i | -7.0 | -0.464 | -0.305 | 0.317 | 0.822 | 4.7% | 3.8 | 1.5 | 3.9 | 2.8 | 11.3 | -0.41 | 1358 |
| 2 | CC1=NN(Cc2c(C)nn(Cc3ccccc3)c2C)C(C)(C)C1 | i | -3.0 | 1042 | 7.8% | i | 9.2 | -0.352 | -0.281 | -0.15 | 0.407 | -5.2% | -8.0 | -4.3 | 2.9 | 2.8 | 9.6 | 0.41 | 1146 |
| 3 | CN1CCN(C2CCCCCC2)CC1 | i | 0.1 | 1162 | -24.5% | i | -4.5 | -0.684 | -0.245 | 0.156 | -0.364 | -24.7% | -25.6 | 12.0 | 4.1 | 1.8 | 3.0 | 0.43 | 1175 |
| 4 | CCN(CC)CCNC(=O)c1ccc(NC(=O)c2ccc(Cl)c(S(=O)(=O)N3CCCCCC3)c2)cc1 | i | 0.0 | 1285 | x | x | x | -0.177 | -0.0539 | -0.0471 | 0.811 | x | x | x | x | x | x | 1.96 | 1073 |
| 5 | Cc1sc2ncnc(OCC(=O)N3CCN(S(=O)(=O)c4ccccc4)CC3)c2c1C | i | x | x | -17.5% | i | -5.4 | -0.22 | -0.183 | 0.0823 | 0.127 | -8.4% | 12.8 | 9.0 | 3.1 | 1.9 | 10.9 | x | x |
| 6 | COc1cc(/C=C/C(=O)OCC(=O)c2c(N)n(C)c(=O)n(C)c2=O)ccc1OC(F)F | i | -6.9 | 1075 | 0.8% | i | 20.0 | -0.694 | -0.185 | -0.298 | 0.751 | 15.2% | 7.7 | 7.2 | 1.7 | 1.4 | 5.3 | -0.36 | 1647 |
| 7 | COc1cc(OC)c(OC)cc1CN1CCN(S(=O)(=O)c2ccc(F)cc2)CC1 | i | -0.5 | 1183 | -4.0% | i | 21.0 | -0.149 | -0.13 | 0.382 | -0.0575 | 3.4% | x | x | 2.0 | 0.9 | 3.3 | 0.19 | 891 |
| 8 | CCC(=O)Nc1cccc(C(=O)c2ccccc2)c1 | i | 1.3 | 963 | 6.7% | i | 15.3 | 1.59 | -0.272 | 0.543 | -0.605 | 7.4% | -7.7 | 1.1 | 2.7 | 1.9 | 2.9 | -0.27 | 1241 |
| 9 | Cc1oc(-c2ccccc2Cl)nc1CN(C)C(C)c1ccon1 (stereo unspecified) | i | -0.8 | 1506 | x | i | 1.1 | 3.19 | 0.135 | 2.2 | -1.52 | x | 8.1 | -1.0 | 0.8 | 2.4 | 8.8 | x | x |
| 10 | CCC(C)NC(=O)CN(C)S(=O)(=O)c1ccc2c(c1)c(=O)n(C)c(=O)n2C (stereo unspecified) | i | 7.6 | 1180 | 8.7% | i | 6.3 | -0.264 | -0.218 | -0.143 | -0.119 | 12.7% | -5.1 | -23.6 | 7.3 | 2.0 | 2.5 | 0.03 | 919 |
| 11 | CC(NC(=O)CCSCCC(=O)NC(C)c1ccccc1)c1ccccc1 (stereo unspecified) | i | -4.5 | 552 | 5.8% | i | 6.7 | 0.963 | -0.293 | 0.214 | -0.619 | 4.1% | -6.2 | -6.4 | 2.6 | 1.7 | 6.2 | -0.02 | 1499 |
| 12 | O=C(COc1ccccc1)Nc1ccc2c(c1)nc1n2CCSC1 | i | -1.7 | 1013 | -2.0% | i | 9.6 | -0.788 | -0.0352 | -0.2 | 0.775 | 1.8% | 15.5 | 17.4 | 2.4 | 3.5 | 6.8 | 1.02 | 1258 |
| 13 | O=C(NNC(=S)NCCc1ccccc1)c1ccc(Br)s1 | i | -2.4 | 1201 | -2.2% | i | -31.8 | 0.384 | -0.293 | 0.298 | 0.265 | -5.2% | 3.4 | 11.9 | 3.0 | 1.8 | 4.7 | -0.15 | 1640 |
| 14 | COc1ccc(/C=C(/NC(=O)c2ccc([N+](=O)[O-])cc2)C(=O)NC(C)(C)C)cc1 | i | -3.4 | 1095 | 21.4% | i | -9.8 | -0.237 | -0.168 | 0.647 | -1.24 | -22.1% | 0.9 | -0.3 | 1.1 | 1.9 | 4.0 | 0.65 | 1142 |
| 15 | Cc1nnc(-c2ccccc2)o1 | i | -0.6 | 995 | x | x | x | 0.2 | -0.264 | -0.0217 | 0.0213 | x | x | x | x | x | x | 0.22 | 1396 |
| 16 | Cc1ccc(NC(=O)CSC2=NCCN2)cc1 | i | 0.5 | 1077 | -2.7% | i | 1.6 | 0.379 | -0.223 | 0.381 | -0.811 | 9.0% | -6.8 | -0.4 | 3.0 | 4.1 | 7.8 | 0.19 | 1460 |
| 17 | Cc1nc(-c2ccc(NS(C)(=O)=O)cc2)cs1 | i | 0.0 | 1051 | -0.5% | i | 0.6 | 2.45 | -0.26 | 1.56 | -0.63 | 4.4% | -15.7 | -8.4 | 2.3 | 1.1 | 17.0 | x | x |
| 18 | Cc1ccc(NC(=O)c2cc(N3C(=O)C4CC=CCC4C3=O)ccc2N2CCCCC2)cc1 (stereo unspecified) | i | -0.3 | 1305 | 16.3% | i | 1.3 | -0.564 | -0.169 | -0.328 | 0.575 | 20.5% | 13.7 | 7.7 | 2.6 | 1.8 | 9.0 | 0.17 | 1642 |
| 19 | Cc1cccc(N2CCN(Cc3oc(CO)cc(=O)c3O)CC2)c1C | i | x | x | -9.0% | i | -0.3 | 0.322 | -0.0738 | -0.0764 | 0.267 | -8.6% | 0.1 | 3.6 | 2.0 | 2.3 | 7.5 | x | x |
| 20 | CCOc1ccccc1Nc1nnc(SCC(=O)N2CCCC2)s1 | i | x | x | 5.4% | i | 1.8 | -1.54 | -0.264 | -0.684 | 0.608 | 8.8% | 3.5 | -39.3 | 1.8 | 2.3 | 21.7 | -0.11 | 1266 |
| 21 | NC(=O)CC(NC(=O)Cc1cccc2ccccc12)c1ccc(NC2CCCCCCC2)c([N+](=O)[O-])c1 (stereo unspecified) | i | 1.5 | 1089 | x | x | x | 1.07 | -0.739 | 0.897 | -0.781 | x | x | x | x | x | x | 0.69 | 602 |
| 22 | Cc1ccc(S(=O)(=O)NNC(=O)c2csnn2)cc1 | i | 2.6 | 504 | 6.6% | i | -4.1 | 0.423 | -0.206 | 0.238 | -1.18 | -3.7% | -7.7 | 4.6 | 1.5 | 2.3 | 5.1 | 0.38 | 1348 |
| 23 | O=C1/C(=C\c2ccc(Br)o2)SC(=Nc2ccccc2)N1c1ccccc1 | i | x | x | 5.9% | i | -30.7 | -0.805 | -0.186 | -0.865 | -0.0735 | 10.1% | 1.0 | -3.2 | 2.1 | 2.0 | 9.4 | x | x |
| 24 | O=C(Nc1csc([N+](=O)[O-])c1)Nc1c(Cl)cccc1Cl | i | -0.9 | 1330 | x | x | x | 0.407 | 0.523 | 0.756 | 0.658 | x | x | x | x | x | x | 0.3 | 1026 |
| 25 | Cn1c(=O)c2c(nc(N3CCCCC3)n2CCCNC2=NCCCC2)n(C)c1=O | x | -2.4 | 1071 | 8.7% | i | -1.6 | -0.836 | -0.144 | -0.0684 | 0.232 | 10.2% | 9.0 | 11.3 | 4.9 | 1.9 | 5.5 | -0.08 | 1368 |
| 26 | CCOC(=O)CN1C(=O)C(O)=C(C(C)=O)C1c1ccc(F)cc1 (stereo unspecified) | i | 1.0 | 1204 | -23.3% | i | -17.1 | -0.337 | -0.17 | -0.154 | 0.327 | -17.7% | 3.9 | -15.3 | 1.6 | 1.7 | 11.0 | 1.62 | 1171 |
| 27 | C=C(C)Cn1c(Sc2nnc(C)s2)nc2c1c(=O)[nH]c(=O)n2C | i | -0.8 | 1172 | -4.3% | i | 15.4 | 2.54 | -0.18 | 1.61 | -1.55 | -4.0% | -7.8 | -5.1 | 1.5 | 2.5 | 10.7 | -0.28 | 923 |
| 28 | CCC(C)SCc1nc2ccccc2[nH]1 (stereo unspecified) | i | -2.2 | 894 | 4.5% | i | -14.1 | -0.711 | 0.812 | 0.0175 | 0.0689 | -5.4% | -7.8 | 22.3 | 2.5 | 3.3 | 11.3 | -1.18 | 1084 |
| 29 | O=C(CN1CCCC1)Nc1cc(C(F)(F)F)cc(C(F)(F)F)c1 | i | 0.4 | 1296 | x | x | x | 0.405 | -0.185 | 0.607 | 0.246 | x | x | x | x | x | x | -0.22 | 1025 |
| 30 | CCOC(=O)NC(C)N1C(=O)C2C3C=CC(C3)C2C1=O (stereo unspecified) | i | 0.2 | 1005 | -14.6% | i | -5.1 | -0.00942 | -0.398 | 0.00546 | 0.7 | -21.7% | -7.7 | 23.3 | 3.7 | 2.8 | 7.0 | -0.72 | 1234 |
| 31 | COc1ccc(-c2cc(C(F)(F)F)nc(SCC(=O)Nc3cc(C)on3)n2)cc1OC | i | -4.5 | 969 | -4.9% | i | 5.9 | -0.875 | -0.396 | -0.122 | 0.681 | -3.6% | 2.2 | -9.5 | 2.6 | 1.9 | 13.8 | -0.49 | 1342 |
| 32 | CC(C)c1ccc(N=C(N)N=C(N)N)cc1 | i | 0.9 | 1048 | -4.3% | i | -2.5 | 0.254 | -0.299 | 0.409 | 0.278 | 2.6% | -8.2 | 12.0 | 2.1 | 2.0 | 7.3 | 0.19 | 1343 |
